Screening data deposited in PubChem by National Center for Advancing Translational Sciences (NCATS).
Menin-MLL TR inh: displaces Texas Red mutant MLL peptide from human menin. O00255. Menin + Texas Red MLL mutant peptide, fluorescence polarization. Potency, µM (doses to about 61.6 µM), for inactives: top-dose FP activity change, negative = inhibition, usual class: inhibitors. actives 0.23% (n = 270,000). AID 1768; active means well fitted inhibition curve with a large enough effect in the polarisation, with a control signal flat, not every such curve was filed as active; inconclusive means small, poorly fitted or top-dose-only effect, or effect the other way, or a change in a side signal; inactive means no such curve, though single readings can be large or run the other way; the % refers to the polarisation; further: potency means the concentration at half of the fitted maximal effect; % of control where 0% means no effect; many of its hits are not listed in these tables
USP2a block: blocks human ubiquitin-specific protease USP2a | AID 463254 | actives 0.01% (n = 330,000) | USP2 core, Ub-CHOP2 coupled fluorogenic reporter, 485/531 | Potency, µM (series often up to 38.3 µM), inactives show top-dose activity change, negative = inhibition, hits mostly inhibitors | O75604;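 further: potency means the concentration at half of the fitted maximal effect; plate controls were DMSO wells for no effect and full inhibition by NEM control for full effect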
Target sequence (O75604 whole entry, looked up): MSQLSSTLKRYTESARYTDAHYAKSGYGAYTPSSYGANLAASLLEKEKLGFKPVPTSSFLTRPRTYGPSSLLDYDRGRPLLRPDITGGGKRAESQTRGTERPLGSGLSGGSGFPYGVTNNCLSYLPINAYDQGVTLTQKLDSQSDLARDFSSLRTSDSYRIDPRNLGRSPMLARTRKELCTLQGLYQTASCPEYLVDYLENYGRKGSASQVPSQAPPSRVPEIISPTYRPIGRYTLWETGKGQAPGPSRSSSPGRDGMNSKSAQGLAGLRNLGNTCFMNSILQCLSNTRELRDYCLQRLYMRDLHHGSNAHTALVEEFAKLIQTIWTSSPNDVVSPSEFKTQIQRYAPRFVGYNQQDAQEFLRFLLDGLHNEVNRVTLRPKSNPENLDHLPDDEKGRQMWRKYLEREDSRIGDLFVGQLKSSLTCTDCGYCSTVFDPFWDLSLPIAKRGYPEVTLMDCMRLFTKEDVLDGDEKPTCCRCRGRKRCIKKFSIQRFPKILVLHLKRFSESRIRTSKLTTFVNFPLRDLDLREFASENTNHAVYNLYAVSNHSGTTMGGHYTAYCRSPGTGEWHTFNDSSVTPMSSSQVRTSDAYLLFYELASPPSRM
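USP2 core (10nM final) preincubated 30min RT with compound in 20mM Tris-HCl pH 8.0, 2mM CaCl2, 2mM beta-mercaptoethanol, 0.05% CHAPS; 25nM Ub-CHOP2 plus 25nM reporter substrate added, fluorescence (Ex485/Em531) read after 60min.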
KCNH2 WT inh: KCNH2 (human, wildtype) channel inhibition; U2OS, BacMam KCNH2, thallium flux FluxOr; hits give low values; activity change, % at 1.84 µM; actives 0.37% (n = 340,000); AID 720551; Q12809;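 active means maximum activity change below -70%; inconclusive means maximum activity change between -70% and -50%; inactive means maximum activity change above -50%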; further: on the % scale 0 is the no-effect control and ±100 the full control effect
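U2OS cells were transduced with wild-type KCNH2 virus (2.03 x 10^8 / mL) for 4 h at room temperature, then cultured overnight at 37 C. Thallium flux was read with FluxOr dye. Rate constants were normalized to DMSO controls.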
TRPV1 agonist: activates the human vanilloid receptor TRPV1 | Q8NER1 | TRPV1-expressing cells, Fluo-8 calcium influx, agonist mode | activation, % at 8.33 µM | actives 0.19% (n = 320,000) | AID 540275; in the data active means activation above about 80%; inconclusive means between about 30% and that limit; further: 0% is about no effect
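Fluo-8 calcium influx in TRPV1-expressing cells, kinetic read (ex 480/em 520 nm). Compound added and read 3 min for agonist activity, followed by capsaicin at EC20 final and 2 min further read for enhancement.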
KCNH2 3.1 block: KCNH2 3.1 (human) potassium channel inhibition. U2OS KCNH2 3.1, thallium flux FluxOr; hits give low values. actives 0.95% (n = 340,000). AID 720553. activity change, % (tested at about 1.8 µM);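 active means maximum activity change below -70%; inconclusive means maximum activity change from -70% to -50%; inactive means maximum activity change above -50%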;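 further: thallium influx rate constant from kinetic fluorescence after stimulation buffer; on the % scale 0 is the no-effect control and ±100 the full control effect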
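Steps: virus added to U2OS suspension (4 h, RT, dark); medium with 10% FBS added, cells plated, 37 C overnight; FluxOr/Red40 loading buffer 45 min RT; stimulation buffer, 2 min kinetic read; rate constant normalized.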
CXXC DNA block: inhibitors of human MLL CXXC domain-DNA interaction; actives 0.037% (n = 290,000); Potency, µM (titrated, usually from 115 µM), without a hit: at the top dose activity change, negative = inhibition, hits mostly inhibitors; MLL-CXXC / FITC-HOXA9 DNA fluorescence polarization; AID 2662; active means well fitted inhibition curve with a large enough effect in the polarisation, with a control signal flat, not every such curve was filed as active; inconclusive means small, poorly fitted or top-dose-only effect, or effect the other way, or a change in a side signal; inactive means no such curve, though single readings can be large or run the other way; the % refers to the polarisation; further: potency means the concentration at half of the fitted maximal effect
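Steps: dispense CXXC domain solution (7 uM) → pin compounds or unlabeled HOX-A9 DNA control → 5 min ambient → add FLSN-HOX-A9 solution (50 nM) → spin → 30 min ambient → fluorescence polarization. Tris pH 7.5/NaCl/DTT/BSA buffer.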
FBPA coupling cs: coupling enzyme interference in Giardia aldolase counter-screen; coupling enzyme system counterscreen, AmpLite Red fluorescence; activity change, negative = inhibition, % at 58.2 µM, hits read low; actives 0.67% (n = 290,000); in the data active means activity change below about -30%; further: on the % scale 0 is the no-effect control and ±100 the full control effect
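Coupling enzymes only (glyceraldehyde-3-phosphate) + compound, at 57.5 uM final, 10 min RT; add substrate/coupling/AmpLite Red mix, 20 min RT; fluorescence ex 525/em 598 nm. Actives flag coupling-system interference.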
Giardia killer: kills Giardia lamblia; activity change, % at 7.66 µM, hits read low; actives 0.15% (n = 340,000); AID 540267; Giardia lamblia trophozoite viability; in the data active means activity change below about -80%; inconclusive means between about -30% and that limit;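 further: parasites exposed to compound for two days anaerobically before the ATP read; on the % scale 0 is the no-effect control and ±100 the full control effect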
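Giardia lamblia trophozoites (100 cells/well) were incubated with compounds for 48 h at 37 deg C under anaerobic conditions. Viability was read as ATP content by one-step luminescence after 15-30 min at room temperature.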
PKM2 act: activators of human pyruvate kinase M2. Potency, µM (highest dose often 57.5 µM), without a hit: top-dose activation, usual class: activators. purified PKM2, Kinase-Glo ATP luminescence, activation; response scale: 0% is enzyme alone, no compound. actives 0.34% (n = 260,000); further: potency means the concentration at half of the fitted maximal effect; on the % scale 0 is the no-effect control and ±100 the full control effect; nearly all actives have a fitted effect of over 55% in size
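Purified hPK-M2 (>95% pure) converted ADP (0.1 mM final) to ATP with 0.5 mM PEP in 50 mM imidazole pH7.2, KCl, MgCl2, Tween 20, BSA; 1 h at room temperature. ATP detected by Kinase-Glo luminescence.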
GALK inh: inhibitors of human galactokinase. P51570. Purified GALK, Kinase-Glo residual ATP luminescence. Potency, µM (top dose mostly 57.5 µM), for the others: top-dose activity change, negative = inhibition, most hits filed as inhibitors. actives 0.007% (n = 270,000); further: potency means the concentration at half of the fitted maximal effect; on the % scale 0 is the no-effect control and ±100 the full control effect
Target sequence (P51570 whole entry, looked up): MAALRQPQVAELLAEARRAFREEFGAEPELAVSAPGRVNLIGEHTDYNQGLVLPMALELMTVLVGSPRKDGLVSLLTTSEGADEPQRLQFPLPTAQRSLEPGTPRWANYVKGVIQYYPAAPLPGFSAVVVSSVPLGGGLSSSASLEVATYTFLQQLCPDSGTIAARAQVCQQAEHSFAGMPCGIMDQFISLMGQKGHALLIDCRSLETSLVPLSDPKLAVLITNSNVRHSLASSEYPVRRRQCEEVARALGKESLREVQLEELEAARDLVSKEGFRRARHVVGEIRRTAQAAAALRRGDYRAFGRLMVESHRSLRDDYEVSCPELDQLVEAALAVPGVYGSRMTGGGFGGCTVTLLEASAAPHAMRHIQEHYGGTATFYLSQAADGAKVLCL
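Kinase-Glo Plus luminescence measured ATP left after a 1 h room-temperature reaction. The reaction used 5 nM GALK, 100 uM galactose and 35 uM ATP at pH 8.0 (20 mM HEPES, 5 mM MgCl2, 60 mM NaCl, 1 mM DTT, 0.01% BSA).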
B2AR arrestin: agonists driving beta-arrestin recruitment to human beta2-adrenergic receptor; P07550; beta-arrestin recruitment to beta2AR, cell-based reporter; Potency, µM (doses to about 46.1 µM), inactives show at the top dose activation, most hits filed as activators; actives 0.02% (n = 330,000); AID 492947;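 further: potency means the concentration at half of the fitted maximal effect; 0% = DMSO controls and full agonism = EC100 isoproterenol or metaproterenol; nearly all actives have a fitted effect of over 65% in size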
* marks the source's active call; other numbers are inactive results; ? = inconclusive; . = not tested or not shown; & = joins results of further samples; [ ] = remark or other dose. Unless noted, the call rests on the fitted dose curve; in most records, active means well fitted curve in the direction sought with a large enough effect; inconclusive means small, poorly fitted or top-dose-only effect, or another doubt; inactive means no such curve, though single readings can be large; an effect the other way counts as inactive or inconclusive. This is a subset. The share of hits here may be higher or lower than overall.

SMILES	Menin-MLL TR inh	USP2a block	KCNH2 WT inh	TRPV1 agonist	KCNH2 3.1 block	CXXC DNA block	FBPA coupling cs	Giardia killer	PKM2 act	GALK inh	B2AR arrestin
Cc1coc(NC(=O)CSc2nc(-c3ccc(Cl)cc3)cc(C(F)(F)F)c2C#N)n1	-4%	4%	-7	-1	-15	5%	-1	-7	7%	-2%	-0.1%
Cn1c(CSCc2ccccc2)nnc1SCC(=O)Nc1ccc(C(=O)O)cc1	14%	0%	-1	10	-2	?	9	?	1%	2%	-0.9%
O=C(NC1CCCC1)c1cc(-c2ccc(Cl)c(Cl)c2)on1	?	0%	-3	-2	19	11%	0	-9	2%	0%	-0.5%
CCOc1ccc(C(=O)/C=C/Nc2ccc(S(=O)(=O)Nc3onc(C)c3C)cc2)cc1	?	0%	-3	12	-18	13%	-3	-9	12%	1%	0.0%
CC(N=C1NS(=O)(=O)c2ccccc21)C(=O)Nc1ccc(F)cc1Cl (stereo not given)	.	1%	4	-2	9	.	.	-17	.	.	-0.2%
Cc1cccn2c(=O)c(C=O)c(N3CC(C)OC(C)C3)nc12 (stereo not given)	11%	-1%	1	0	-3	-2%	-3	-8	1%	3%	0.1%
NC(=O)CC[C@H](NC(=O)c1ccc(F)cc1)C(=O)OCC(=O)NCc1ccc(F)cc1	11%	1%	-5	2	-1	-3%	2	-2	-3%	2%	-1.1%
CC(=O)NC(=S)Nc1ccc(NC(=S)NC(=O)c2ccc([N+](=O)[O-])cc2)cc1	.	0%	6	-1	-5	9%	-3	-5	-6%	.	-0.8%
CCOC(=O)N1CCN(Cc2nc3cc([N+](=O)[O-])ccc3n2CC)CC1	?	1%	13	0	-13	-2%	3	-2	.	6%	2.8%
Cc1ccccc1OCC(=O)Nc1ccccc1N1CCCCC1	-1%	-1%	3	1	-28	14%	2	2	14%	1%	0.0%
COc1ccc(-n2c(=S)[nH]c3cc(C(=O)NCc4cccnc4)ccc3c2=O)cc1	?	0%	1	2	-1	-6%	3	16	-3%	15%	0.1%
O=C(NCCCN1CCOCC1)c1ccccc1	-3%	2%	3	3	2	3%	-2	-6	-2%	-1%	-0.2%
C[C@H](NC(=O)[C@@H]1Cc2ccccc2CN1)C(=O)NC[C@H]1CC[C@H](C(=O)O)CC1	-19%	-5%	-3	-2	8	2%	1	-6	.	-1%	-0.1%
NS(=O)(=O)c1cccc(NC(=O)COC(=O)c2cc(-c3ccc(Cl)cc3)nc3ccccc23)c1	?	-3%	-2	?	14	9%	-7	5	11%	0%	-1.2%
Oc1ccccc1Nc1ccccn1	18%	8%	4	2	6	-2%	1	-6	-4%	-2%	-0.3%

Reformatted: results already given
smiles,Menin-MLL TR inh,USP2a block,KCNH2 WT inh,TRPV1 agonist,KCNH2 3.1 block,CXXC DNA block,FBPA coupling cs,Giardia killer,PKM2 act,GALK inh,B2AR arrestin
Cc1cccn2c(=O)c(C=O)c(N3CC(C)OC(C)C3)nc12 (stereo not given),11%,-1%,1,0,-3,-2%,-3,-8,1%,3%,0.1%
NC(=O)CC[C@H](NC(=O)c1ccc(F)cc1)C(=O)OCC(=O)NCc1ccc(F)cc1,11%,1%,-5,2,-1,-3%,2,-2,-3%,2%,-1.1%
CC(=O)NC(=S)Nc1ccc(NC(=S)NC(=O)c2ccc([N+](=O)[O-])cc2)cc1,.,0%,6,-1,-5,9%,-3,-5,-6%,.,-0.8%
CCOC(=O)N1CCN(Cc2nc3cc([N+](=O)[O-])ccc3n2CC)CC1,?,1%,13,0,-13,-2%,3,-2,.,6%,2.8%
Cc1ccccc1OCC(=O)Nc1ccccc1N1CCCCC1,-1%,-1%,3,1,-28,14%,2,2,14%,1%,0.0%
COc1ccc(-n2c(=S)[nH]c3cc(C(=O)NCc4cccnc4)ccc3c2=O)cc1,?,0%,1,2,-1,-6%,3,16,-3%,15%,0.1%
O=C(NCCCN1CCOCC1)c1ccccc1,-3%,2%,3,3,2,3%,-2,-6,-2%,-1%,-0.2%
C[C@H](NC(=O)[C@@H]1Cc2ccccc2CN1)C(=O)NC[C@H]1CC[C@H](C(=O)O)CC1,-19%,-5%,-3,-2,8,2%,1,-6,.,-1%,-0.1%
NS(=O)(=O)c1cccc(NC(=O)COC(=O)c2cc(-c3ccc(Cl)cc3)nc3ccccc23)c1,?,-3%,-2,?,14,9%,-7,5,11%,0%,-1.2%
Oc1ccccc1Nc1ccccn1,18%,8%,4,2,6,-2%,1,-6,-4%,-2%,-0.3%

Further entries follow.
SMILES	Menin-MLL TR inh	USP2a block	KCNH2 WT inh	TRPV1 agonist	KCNH2 3.1 block	CXXC DNA block	FBPA coupling cs	Giardia killer	PKM2 act	GALK inh	B2AR arrestin
O=C(COc1ccc(/C=N/NC(=O)c2ccc(O)cc2)cc1)Nc1ccc([N+](=O)[O-])cc1	19%	0%	1	8	8	-2%	6	4	9%	0%	-0.5%
Oc1c(CN2CCCCC2)cc(COCc2ccccc2)c2cccnc12	-26%	-6%&-7%	35	-1	0	5%	-4	-17	2%	0%	?
CCC(=O)NC(=S)Nc1cccc(Cl)c1N1CCCC1	-10%	0%	-3	19	7	-17%	-1	0	0%	1%	0.0%
COc1ccc(N(CCCN2C(=O)c3cccc4cccc(c34)C2=O)C(=O)c2ccncc2)cc1	-12%	-2%	-6	1	-4	4%	1	2	0%	9%	0.2%
COc1ccc(COC(=O)CNC(=O)C2CCCCC2)cc1F	.	-1%	0	.	-5	.	.	1	.	.	0.1%
COc1cc(N)c(Cc2nccc3cc(OC)c(OC)cc23)cc1OC	-20%	0%	9	-1	19	-3%	-31*	-25	3%	1%	-0.1%
CC(=O)c1cccc(NC(=O)C(C)OC(=O)CNC(=O)c2ccc(C)s2)c1 (stereo not given)	11%	5%	13	3	10	-1%	4	-3	-3%	-1%	-0.3%
CCN(C(=O)CSc1nncn1-c1ccccc1)C1CCS(=O)(=O)C1 (stereo not given)	.	1%	1	3	2	.	.	6	.	.	-0.3%
Cc1ccnc(NC(=O)CCCNC(=O)c2ccc(Cl)cc2)c1	.	1%	-8	7	-8	.	.	?	.	.	-0.3%
Cc1ccccc1Cn1ccc(NC(=O)c2nn(C)cc2[N+](=O)[O-])n1	-2%	0%	14	-2	19	?	-3	-6	-6%	-3%	0.0%
CN(C)c1ccc(/C=N/N2C(=O)c3ccccc3C2=O)cc1	.	9%	3	-3	0	4%	-2	21	0%	5%	-0.3%
CCOc1ncccc1C(=O)Nc1cc(S(=O)(=O)N2CCCCCC2)ccc1OC	.	2%	-12	2	-1	.	.	1	.	.	-2.6%
Cc1ccnc(SCc2cc(=O)c(OC(=O)c3ccco3)co2)n1	11%	1%	18	-1	10	213%[activator]	2	29	6%	-1%	0.1%
N#Cc1c(Cl)nsc1NC(=O)c1ccccc1	28%	10%	9	1	0	10%	9	2	4%	-7%	-0.1%
COc1ccc(CN2C(=O)CCC2(C)C(=O)NCc2cccnc2)c(OC)c1 (stereo not given)	-10%	2%	4	0	5	-4%	3	10	-1%	-1%	-3.4%
Cc1nc(NCc2ccccn2)c2ccccc2n1	2%	1%	-5	2	-5	13%	4	2	1%	-1%	0.4%
CC1(C)NC(=O)N(CC(O)COc2cccc(F)c2)C1=O (stereo not given)	8%	1%	-4	3	3	8%	1	33[activator]	2%	2%	-0.3%
O=C(Nc1ccccc1)Nc1nc2ccccc2s1	38%[activator]	1%	-8	10	-9	4%	0	-11	-9%	12%	2.7%
COc1ccc(F)cc1C(=O)C1CCCN(Cc2ccc(Sc3nncn3C)o2)C1 (stereo not given)	0%	0%	19	1	0	10%	2	2	5%	2%	0.0%
COc1ccccc1[C@@]1(C)ON(c2ccccc2C(F)(F)F)C1=O	.	-1%	-19	7	-5	.	.	28	.	.	0.5%
O=S(=O)(c1ccc(Cl)c(F)c1)N1CCC(c2nc(-c3ccncc3)no2)CC1	17%	-5%	55	2	10	-1%	3	5	0%	0%	-0.5%

A different layout for some results above.
compound,Menin-MLL TR inh,USP2a block,KCNH2 WT inh,TRPV1 agonist,KCNH2 3.1 block,CXXC DNA block,FBPA coupling cs,Giardia killer,PKM2 act,GALK inh,B2AR arrestin
CC1(C)NC(=O)N(CC(O)COc2cccc(F)c2)C1=O (stereo not given),8%,1%,-4,3,3,8%,1,33[activator],2%,2%,-0.3%
O=C(Nc1ccccc1)Nc1nc2ccccc2s1,38%[activator],1%,-8,10,-9,4%,0,-11,-9%,12%,2.7%
